PME-1 primary: PME-1 inhibitors via competitive probe labeling, primary screen, biochemical, fluorescence polarization, FP-Rh probe, HTS | inhibition, % at 5.9 µM | recombinant PME-1 | Protein phosphatase methylesterase 1 (Homo sapiens), Q9Y570 | 320,000 tested, 0.53% active;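 active = inhibition above the campaign mean of all compounds plus 3 SD, cut at about 26% in these data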;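 also: competitive labeling of PME-1 active site by serine hydrolase directed probe; 0% = PME-1 with DMSO and 100% = wells lacking PME-1 enzyme; inhibitors block probe labeling so polarization falls and inhibition rises; many of its hits are not listed in these tables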
pPAFAH inh: pPAFAH enzyme inhibitors, primary screen, biochemical, fluorescence polarization, human; recombinant pPAFAH, FP-rhodamine probe fluorescence polarization; inhibition, % at 3.39 µM; 330,000 tested, 1.5% active; Platelet-activating factor acetylhydrolase (Homo sapiens), Q13093;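 active = inhibition above the mean inhibition across the screen plus 3 SD, cut at about 25% in these data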;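 also: inhibitors block binding of the rhodamine activity-based probe so polarization drops; 0% = enzyme with DMSO and 100% = wells lacking pPAFAH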
BCLXL inh: inhibitors of human Bcl-xL, primary screen, biochemical, fluorescence polarization, HTS; Bcl-2-like protein 1 (Homo sapiens), Q07817; GST-Bcl-xL / FITC-Bim BH3 peptide fluorescence polarization; inhibition, % at 10.9 µM; 320,000 tested, 0.7% active; AID 2129, 2009;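 active = inhibition above the mean of all tested compounds plus 3 SD, cutoff set per campaign, cut at about 30% in these data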;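 also: 0% = DMSO wells and 100% = unlabeled Bim-BH3 peptide competitor; inhibitors lower millipolarization by displacing the labeled peptide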
Target sequence (Q07817 whole entry, looked up): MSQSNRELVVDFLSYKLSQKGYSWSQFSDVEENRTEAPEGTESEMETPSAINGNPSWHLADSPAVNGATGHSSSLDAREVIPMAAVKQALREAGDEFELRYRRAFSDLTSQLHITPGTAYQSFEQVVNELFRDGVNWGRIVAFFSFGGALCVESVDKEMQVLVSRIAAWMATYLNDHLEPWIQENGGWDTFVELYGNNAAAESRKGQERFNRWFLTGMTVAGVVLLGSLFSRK
Fam108B inh: mouse Fam108B serine hydrolase inhibitors, primary screen, counter-screen for RBBP9 inhibitor project, biochemical, fluorescence polarization; inhibition, % at 9.51 µM; 300,000 tested, 0.33% active; recombinant Fam108B, FP-Rh probe fluorescence polarization;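 active = inhibition above the screen mean inhibition plus 3 SD, computed separately per campaign, cut at about 18% in these data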;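 also: inhibitors lower polarization as less probe binds the enzyme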
GLD-1 RNA inh: GLD-1/TGE RNA complex disruptors, primary screen, biochemical, fluorescence polarization | Female germline-specific tumor suppressor gld-1 (Caenorhabditis elegans), Q17339 | 320,000 tested, 0.44% active | inhibition, % at 5.96 µM | purified GLD-1 + fluorescein TGE RNA;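 active = percent inhibition above a per-plate cutoff, the plate mean of test compounds plus 3 SD, cut at about 30% in these data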;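 also: 0% = DMSO wells with GLD-1 and probe and 100% = wells lacking GLD-1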
AHR activator: AHR activators, primary screen, cell-based, luminescence, luciferase reporter, human. Aryl hydrocarbon receptor (Homo sapiens), P35869. AHR-responsive luciferase reporter cells. activation, % at 5 µM. 320,000 tested, 2.5% active; in the data active = activation above about 47%;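 also: 0% = vehicle wells and 100% = reference agonist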
MCL1-BIM inh: inhibitors of MCL1 binding to BIM-BH3, primary screen, biochemical, fluorescence polarization | Induced myeloid leukemia cell differentiation protein Mcl-1 (Homo sapiens), Q07820 | GST-MCL1 / FITC-Bim-BH3 fluorescence polarization | inhibition, % at 10.9 µM | 320,000 tested, 0.68% active | AID 2057, 2009;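 active = inhibition above the mean inhibition of all tested compounds plus 3 SD, set per campaign, cut at about 40% in these data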;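 also: 0% = DMSO wells and 100% = unlabeled Bim-BH3 peptide control; higher means more loss of mP so more displacement of Bim peptide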
Target sequence (Q07820 whole entry, looked up): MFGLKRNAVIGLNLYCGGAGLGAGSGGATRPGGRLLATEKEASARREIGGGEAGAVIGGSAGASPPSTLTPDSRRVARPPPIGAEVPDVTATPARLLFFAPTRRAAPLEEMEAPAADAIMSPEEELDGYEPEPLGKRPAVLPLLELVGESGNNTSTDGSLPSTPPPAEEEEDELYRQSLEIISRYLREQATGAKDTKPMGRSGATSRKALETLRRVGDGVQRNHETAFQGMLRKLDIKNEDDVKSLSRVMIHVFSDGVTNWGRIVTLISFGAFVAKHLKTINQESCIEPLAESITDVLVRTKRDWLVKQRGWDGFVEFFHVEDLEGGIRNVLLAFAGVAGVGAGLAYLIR
MEX-5 binding: MEX-5 zinc finger RNA-binding disruptors – biochemical, C. elegans, fluorescence polarization, MLPCN library, primary screen | Zinc finger protein mex-5 (Caenorhabditis elegans), Q9XUB2 | MEX-5/FITC-TCR2 RNA binding; active compounds read low | activity score (negative = inhibition of binding), % at 10 µM | 300,000 tested, 0.38% active | AID 1832, 2009;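 active = inhibition past about -25% in most replicates, and total fluorescence under double the plate's negative control median, limit read from the data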;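 also: 0% = DMSO and -100% = 5 µM competing unlabeled TCR2 RNA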
Target sequence (Q9XUB2 whole entry, looked up): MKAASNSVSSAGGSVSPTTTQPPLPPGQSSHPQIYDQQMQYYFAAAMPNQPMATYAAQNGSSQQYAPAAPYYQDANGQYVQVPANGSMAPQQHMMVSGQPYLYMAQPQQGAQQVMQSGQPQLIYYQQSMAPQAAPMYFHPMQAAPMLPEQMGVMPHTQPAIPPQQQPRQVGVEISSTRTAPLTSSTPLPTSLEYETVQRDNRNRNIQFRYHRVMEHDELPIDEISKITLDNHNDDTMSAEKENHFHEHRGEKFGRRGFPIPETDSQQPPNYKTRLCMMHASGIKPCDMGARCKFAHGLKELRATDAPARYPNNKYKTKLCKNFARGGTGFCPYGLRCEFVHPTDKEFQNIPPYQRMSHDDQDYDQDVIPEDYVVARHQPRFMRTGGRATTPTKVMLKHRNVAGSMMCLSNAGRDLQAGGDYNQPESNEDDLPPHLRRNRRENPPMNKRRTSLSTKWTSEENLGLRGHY
PAFAH1B2 FP inh: PAFAH1B2 enzyme inhibitors, primary screen, biochemical, fluorescence polarization, human; inhibition, % at 3.39 µM; 340,000 tested, 1.2% active; recombinant PAFAH1B2, FP-rhodamine activity probe; Platelet-activating factor acetylhydrolase IB subunit alpha2 (Homo sapiens), P68402;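 active = inhibition above the mean of all tested compounds plus 3 SD, cut at about 24% in these data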;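 also: 0% = enzyme with DMSO and 100% = wells lacking PAFAH1B2; many of its hits are not listed in these tables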
* marks the source's active call; other numbers are inactive results; nt = no result given.

SMILES	PME-1 primary	pPAFAH inh	BCLXL inh	Fam108B inh	GLD-1 RNA inh	AHR activator	MCL1-BIM inh	MEX-5 binding	PAFAH1B2 FP inh
CS(=O)(=O)c1ccc(Cl)c(NC(=O)CN2CCCC2c2ccc3c(c2)OCCCO3)c1 (stereo unspecified)	2	2	0	nt	3	-2	0	nt	5
Cc1ccc(C(=O)COC(=O)CNC(=O)c2ccc(N3C(=O)c4ccccc4C3=O)cc2)cc1C	4	2	4	-12	-4	-1	8	0.7	-3
Cc1sc(NC(=O)c2sc3nc4c(C)cccc4cc3c2N)c(C#N)c1C	1	27*	7	6	-14	-2	-20	-1.5	6
C[C@H]1COC(=O)[C@@H](CC(=O)OC(C)(C)C)C/C=C\C[C@@H](CC(=O)N[C@H](CO)Cc2ccccc2)C(=O)N1	nt	2	nt	nt	2	0	nt	nt	6
COc1ccc(CCNC(=O)CSc2nnc3ccccn23)cc1	-5	-6	-8	-1	0	1	-21	1.1	2
CCC(C)Sc1ccc([C@H]2N[C@@](Cc3ccccc3)(C(=O)OC)[C@H]3C(=O)N(CC)C(=O)[C@@H]23)cc1OC (stereo partly specified)	7	0	1	3	5	0	7	0.9	4
Cc1ncc([N+](=O)[O-])n1CCOC(=O)Nc1ccc(Cl)c(Cl)c1	1	1	2	12	2	9	2	-1.6	8
CC(=O)NNC(=S)NC(=O)c1ccccc1	-4	-1	8	0	4	5	12	2.0	3
O=C(COC(=O)COc1cccc(Br)c1)Nc1c(Cl)cccc1Cl	-12	11	1	1	5	3	1	-0.5	2
Cc1ccc(N2C(=O)c3ccccc3C2=O)cc1Cl	1	5	6	4	-2	12	3	1.5	-1
Cc1noc(C)c1CSCC(=O)NC1=NCCS1	-1	3	0	0	-15	-3	0	3.4	1
CN=C(Nc1cc(C)nn1-c1ccccc1)c1ccccc1F	1	6	-2	-1	2	3	2	-1.7	-3
N#Cc1cccc(NC(=O)Cn2cnc(S(=O)(=O)N3CCc4ccccc43)c2)c1	-4	4	5	0	1	2	3	-1.6	5
COc1cc(CNc2ccccc2SC)ccc1O	2	12	4	2	7	8	10	1.1	5
O=C(c1c(F)cccc1F)N1CCC(O)(c2cccnc2)CC1	-4	-2	-4	-1	-6	2	-4	1.2	0
Cc1ccc(S(=O)(=O)NNC(=O)Nc2ccc(C)c(C)c2)c(C)c1	5	8	6	0	-1	1	-4	-1.4	8
O=c1c2c3c(sc2nc(N2CCNCC2)n1CCc1ccccc1)CCCCC3	-5	-2	0	0	5	0	-6	1.3	7
CN(CC(=O)Nc1cccc(F)c1)CC(=O)N(C)c1c(N)n(Cc2ccccc2)c(=O)[nH]c1=O	nt	-1	nt	nt	2	2	nt	nt	5
COc1cccc(C(=O)Nc2ccc3c(c2)n(C)c(=O)n3C)c1	6	3	3	0	4	48*	1	-0.1	-6
CCCSc1nc2cc(C)c(C)cc2n1CC(O)CO (stereo unspecified)	1	6	6	1	2	6	2	-0.1	4
CN(C(=O)COC(=O)c1c[nH]c(=O)[nH]c1=O)C1CCCCC1	-1	-1	4	0	-3	1	0	-2.4	6
O=C(CCN1C(=O)C2CC=CCC2C1=O)Nc1ccccc1Cl (stereo unspecified)	4	6	4	-2	5	1	3	0.1	-1
COc1ccc(/C=N/NC(=S)NC2CCS(=O)(=O)C2)cc1 (stereo unspecified)	3	-2	0	5	-5	19	4	-2.9	5
N/C(=N\OC(=O)CCCCCN1C(=O)c2ccccc2C1=O)c1ccccc1	10	1	0	-1	-1	0	0	-0.4	0
Cc1cc(=O)oc2c(CN3CCCC3)c(O)ccc12	4	3	4	-3	1	3	2	-1.2	6
New compounds follow:
SMILES	PME-1 primary	pPAFAH inh	BCLXL inh	Fam108B inh	GLD-1 RNA inh	AHR activator	MCL1-BIM inh	MEX-5 binding	PAFAH1B2 FP inh
Cc1cccc(CN2C(=O)/C(=C\c3ccc(C(=O)NCCCN4CCN(C)CC4)cc3)Oc3ccccc32)c1	1	-9	4	-11	4	-1	1	2.0	-2
O=c1oc2ccccc2c2c1ncn2CCN1CCOCC1	-6	0	4	-1	-3	-1	-3	-0.3	0
O=c1[nH]c(=O)n(Cc2ccccc2)c2nc(-c3ccc(C(F)(F)F)cc3)n(CCO)c12	6	-3	2	9	-5	2	-1	1.1	3
O=C(Nc1cccc(S(=O)(=O)N2CCCCC2)c1)C1CCN(C(=O)c2ccc(Cl)cc2)CC1	9	5	-12	nt	-3	16	-13	nt	1
CC(C)(NC(=O)NC(CO)c1ccccc1)c1cccc(C(C)(C)NC(=O)NC(CO)c2ccccc2)c1 (stereo unspecified)	6	3	2	2	-1	1	3	0.2	6
CCOCC(=O)Nc1cc([N+](=O)[O-])ccc1OC	1	-3	0	-3	-3	1	3	-1.1	0
Cc1sc2ncnc(NCC(c3ccco3)N(C)C)c2c1C (stereo unspecified)	-2	3	-2	-4	0	10	-3	-4.1	-2
Cn1nc(C(=O)OCC(=O)Nc2sccc2C(N)=O)c2ccccc2c1=O	-2	1	7	0	0	1	7	-2.3	0
NC(=O)c1cc([N+](=O)[O-])c(Cl)cc1NCc1ccccn1	7	5	9	0	0	67*	16	nt	4
CC(OC(=O)[C@H](C)NC(=O)c1ccccc1Cl)C(=O)NCc1ccc2c(c1)OCO2 (stereo partly specified)	-5	5	5	0	9	-1	0	-2.2	4
C=CCOc1c(OC)cc(Cl)cc1C1NC(=O)NC(C)=C1C(C)=O (stereo unspecified)	-5	2	6	0	-9	2	9	0.8	3
COc1ccc(C2N(c3ccccc3)C(=O)C2(F)F)cc1OC (stereo unspecified)	-2	0	3	-4	2	0	-2	-0.3	-1
CCC(Sc1nncn1C)C(=O)Nc1nnc(-c2ccccc2Cl)s1 (stereo unspecified)	-1	1	2	-5	-8	52*	-2	-0.7	-3
COc1ccc(/C=C/C(=O)OCC(=O)Nc2c(C)cccc2C)cc1	1	7	8	-1	5	1	6	1.3	6
CS(=O)(=O)N(CC(=O)Nc1cccc(Cl)c1)c1ccccc1Cl	-11	-1	12	1	3	5	2	1.9	3
Cc1ccc(CN(CC(=O)NCc2ccc3c(c2)OCO3)C(=O)c2csnn2)cc1	2	0	10	2	-7	0	18	-2.2	3
Cc1ccccc1NC(=O)c1c(C)nc(SCC(=O)OCc2ccccc2)c(C#N)c1-c1ccc(F)cc1	-11	1	-1	-12	0	-1	-1	-1.3	-5
CCOC(=O)c1ccc(NC(=S)N(CCN2CCCCCC2)Cc2cccs2)cc1	-6	1	-1	2	-2	-2	5	-1.2	1
Clc1cncc(Cl)c1NNc1c2ccccc2nc2ccccc12	3	1	10	2	11	9	4	nt	2
C=CCNC(=O)C1CC1(c1ccc(C)cc1)c1ccc(C)cc1 (stereo unspecified)	-6	-4	7	2	0	-2	6	0.2	-2
CCCCN(CC)CCNC(=O)Cn1cnc2sc(C)c(S(=O)(=O)N3CCC(C)CC3)c2c1=O	0	4	1	1	7	-1	2	3.2	0
CCn1ccnc1CN(C)Cc1cn(-c2ccc(C)cc2)nc1-c1cccc(C)c1	-8	7	1	-2	4	5	-2	0.4	5
O=C(Nc1ccc(-c2csnn2)cc1)C(Cl)(Cl)Cl	-3	10	1	0	5	-1	4	0.3	12
CCCCN(C)C(=O)c1cn(-c2cccc(OC)c2)c(=O)c2ccccc12	2	2	1	-2	4	1	3	-1.2	8
O=C(Nc1nc(-c2ccccc2)cs1)c1cccc([N+](=O)[O-])c1C(=O)O	-1	6	1	-1	1	3	2	-1.5	4
Remaining list, next part:
SMILES	PME-1 primary	pPAFAH inh	BCLXL inh	Fam108B inh	GLD-1 RNA inh	AHR activator	MCL1-BIM inh	MEX-5 binding	PAFAH1B2 FP inh
COc1ccc(NCC(O)Cn2cnc3c2c(=O)n(C)c(=O)n3C)cc1 (stereo unspecified)	6	0	3	-1	1	-1	1	0.8	-2
Cc1cc(NC(=O)CSc2nc3ccc(Cl)cc3[nH]2)no1	-12	3	0	1	-3	16	6	-1.7	1
CC1CCc2c(sc(NC(=O)c3nc4ncccn4n3)c2C#N)C1 (stereo unspecified)	-4	9	6	4	3	2	8	-3.7	5
O=C(Nc1nnc(-c2ccncc2)o1)c1cccc(N2C(=O)CCC2=O)c1	-3	0	3	0	6	1	-3	nt	-3
Cc1cc(C(F)(F)F)n(-c2nc(C(=O)NN)cs2)n1	-1	1	-4	1	-3	8	0	2.1	-1
O=C(CN(c1ccc(F)cc1)S(=O)(=O)c1ccc2c(c1)OCCO2)NCC1CCCO1 (stereo unspecified)	-3	10	11	-1	4	1	-3	3.3	-1
COC(=O)C1CN(C(=O)c2ccc(OC(F)F)cc2)c2ccccc2O1 (stereo unspecified)	6	-2	1	-2	4	40	-12	0.0	0
COc1ccccc1OCC(=O)OCc1cc(-c2ccco2)on1	-2	7	3	nt	-4	1	9	nt	4

In a second layout: results already given
Compound | PME-1 primary | pPAFAH inh | BCLXL inh | Fam108B inh | GLD-1 RNA inh | AHR activator | MCL1-BIM inh | MEX-5 binding | PAFAH1B2 FP inh
O=C(Nc1nc(-c2ccccc2)cs1)c1cccc([N+](=O)[O-])c1C(=O)O | -1 | 6 | 1 | -1 | 1 | 3 | 2 | -1.5 | 4
COc1ccc(NCC(O)Cn2cnc3c2c(=O)n(C)c(=O)n3C)cc1 (stereo unspecified) | 6 | 0 | 3 | -1 | 1 | -1 | 1 | 0.8 | -2
Cc1cc(NC(=O)CSc2nc3ccc(Cl)cc3[nH]2)no1 | -12 | 3 | 0 | 1 | -3 | 16 | 6 | -1.7 | 1
CC1CCc2c(sc(NC(=O)c3nc4ncccn4n3)c2C#N)C1 (stereo unspecified) | -4 | 9 | 6 | 4 | 3 | 2 | 8 | -3.7 | 5
O=C(Nc1nnc(-c2ccncc2)o1)c1cccc(N2C(=O)CCC2=O)c1 | -3 | 0 | 3 | 0 | 6 | 1 | -3 | nt | -3
Cc1cc(C(F)(F)F)n(-c2nc(C(=O)NN)cs2)n1 | -1 | 1 | -4 | 1 | -3 | 8 | 0 | 2.1 | -1
O=C(CN(c1ccc(F)cc1)S(=O)(=O)c1ccc2c(c1)OCCO2)NCC1CCCO1 (stereo unspecified) | -3 | 10 | 11 | -1 | 4 | 1 | -3 | 3.3 | -1
COC(=O)C1CN(C(=O)c2ccc(OC(F)F)cc2)c2ccccc2O1 (stereo unspecified) | 6 | -2 | 1 | -2 | 4 | 40 | -12 | 0.0 | 0
COc1ccccc1OCC(=O)OCc1cc(-c2ccco2)on1 | -2 | 7 | 3 | nt | -4 | 1 | 9 | nt | 4

Screens from PubChem.

The list is partial. The share of hits here may be higher or lower than overall.
